# Compound activity from PubChem.
# hcGAS inh = Primary biochemical luminescence assay for human cyclic GMP-AMP synthase inhibitors; Q8N884; recombinant h-cGAS, ATP depletion, Kinase-Glo luminescence; inhibition, % at 12.5 µM; 290,000 compounds, 0.081% hits;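 also: 0% = vehicle reaction and 100% = reaction without DNA for no activity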
# Target sequence (Q8N884 whole entry, looked up): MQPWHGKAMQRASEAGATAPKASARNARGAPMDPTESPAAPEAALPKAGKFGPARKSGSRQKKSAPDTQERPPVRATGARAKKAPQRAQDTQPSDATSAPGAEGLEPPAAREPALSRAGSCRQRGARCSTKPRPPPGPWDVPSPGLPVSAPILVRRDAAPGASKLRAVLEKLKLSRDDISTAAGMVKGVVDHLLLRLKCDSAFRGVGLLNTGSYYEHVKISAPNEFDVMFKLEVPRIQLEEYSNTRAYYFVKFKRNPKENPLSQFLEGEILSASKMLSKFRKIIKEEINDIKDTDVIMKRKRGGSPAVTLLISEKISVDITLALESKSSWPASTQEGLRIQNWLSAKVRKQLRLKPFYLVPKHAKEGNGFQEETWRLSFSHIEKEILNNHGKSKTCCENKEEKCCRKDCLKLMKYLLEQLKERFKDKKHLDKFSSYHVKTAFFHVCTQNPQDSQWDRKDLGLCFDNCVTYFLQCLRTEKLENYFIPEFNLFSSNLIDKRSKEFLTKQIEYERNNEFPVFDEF
# mcGAS inh = cyclic GMP-AMP synthase inhibitors, mouse, primary biochemical chemiluminescence. inhibition, % at 12.5 µM. 160,000 compounds, 0.15% hits. recombinant cGAS, Kinase-Glo ATP depletion luminescence. Q8C6L5;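 also: 0% = negative control wells and 100% = reference inhibitor with no enzyme activity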
# NPYLR7 ag = agonists of mosquito NPYLR7 receptor, primary screen, cell-based, Aedes aegypti, calcium fluorescence, mosquito biting behavior; Aedes aegypti neuropeptide Y-like receptor 7 (NPYLR7); activation, % at 10 µM; 270,000 compounds, 0.15% hits; HEK293T NPYLR7/Galpha15, GCaMP6s calcium fluorescence; in the data active = activation above about 40%;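 also: 0% = vehicle and 100% = reference agonist at the receptor; some compounds past the cut are filed as inactive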
# * marks the source's active call; other numbers are inactive results; · = not tested or not shown; & = joins results of further samples. Rule as the data show it, unless noted: active = inhibition above about 40%; inactive = the rest.
SMILES,hcGAS inh,mcGAS inh,NPYLR7 ag
COCCN(Cc1cc(NC(=O)c2ccccc2Cl)ccc1N(C)C)S(=O)(=O)c1ccc(F)cc1,-8,-4,5
O=C(c1cc(-n2cccn2)ccc1Cl)N1CCC(N2CCCC2=O)CC1,-5,·,5
Cc1ccc(Nc2nn(CC(=O)Nc3ccc(C)c(C)c3)c(N)c2S(=O)(=O)c2ccccc2)cc1,-6,-6,4
c1ccc(Cc2n[nH]c(Cn3cncn3)n2)cc1,5,-4,-8
CC(C)Cc1cc(C(=O)N2C[C@@H]3[C@H](C2)[C@H]2CC[C@@H]3O2)on1,-4,·,-1
CC(=O)Nc1ccc(-c2c(-c3ccc(C)cc3)nn(-c3ccccc3)c2OC(C)=O)cc1,2,-1,10
Cc1cccc2sc(N(CC3CCCO3)C(=O)C3CCCCN3S(C)(=O)=O)nc12 (configuration not stated),-2,·,0
COc1cccc(CSc2nnc(C(C)NC(=O)C3C[C@H]3c3ccccc3)n2-c2cc(Cl)ccc2C)c1 (some centres not stated),4,0,·
Cc1nccn1-c1ccc(C(C)NC(=O)c2cc(=O)c3ccccc3o2)cc1F (configuration not stated),3,·,-3
O=C(NC1CCCCC1)NC1CCN(C(=O)c2ccc3c(c2)COC3)CC1,-7,·,0
Cc1oc(-c2cccc(C(F)(F)F)c2)nc1Cn1ccnc1C,-3,·,8
Cc1ccccc1SC1CCN(C(=O)C2CCN(c3ccccc3)C2=O)CC1 (configuration not stated),-4,-6,3
O=C(c1cccc(Cl)c1)N1CCC(N2CCC(C(=O)N3CCCC3)CC2)CC1,-6&-4,-3,1&4
COCCCn1c(=O)[nH][nH]c1=S,1,·,-3
CCOc1ccc(CC(=O)Nc2c3c(nn2CC(=O)NCc2ccco2)CSC3)cc1,-1,-8,-6
O=C(NC1CC1)c1ccc(Nc2c(Oc3ccc4c(c3)CCC4)cnn(-c3cccc(Cl)c3)c2=O)cc1,-8,-6,11
CCOC(=O)c1sc(NC(=O)COc2ccc(F)cc2)nc1C,-5,·,4
CCc1nc2n(n1)C(=O)C(C(c1cccc(F)c1)N1CCC3(CC1)OCCO3)S2 (configuration not stated),-8,-7,-1
O=C(C1C=CCN1)N1CCC(c2n[nH]c(=O)n2-c2ccccc2)CC1 (configuration not stated),2,3,4
CCN(CC)C(=O)CS(=O)C(C)c1cccc(C)c1 (configuration not stated),-6,·,8
Cn1cc(C(NC2CCN(C3CCCC3)CC2)C2CC(O)C2)cn1 (configuration not stated),-7,-4,·
Cc1ccc(C(=O)NC2(C(F)(F)F)C(=O)Nc3c2c(=O)[nH]c(=O)n3-c2ccccc2)cc1 (configuration not stated),-4,·,-9
CCCCn1c(SCc2cn3c(C)cc(C)nc3n2)nc2cc(S(N)(=O)=O)ccc21,3,·,-2
Cc1ccc(C2=NOC(CN(Cc3cccc(Cl)c3)CC(O)COCC(C)C)C2)cc1 (configuration not stated),-4,-5,-3
CC(C)CNC(=O)C1(C)CCN1C(=O)c1cccc(F)c1 (configuration not stated),-11,·,5
O=C(NCc1ccccc1)Nc1ccc2nc(Cc3ccccc3)nn2c1,-5,-7,9
Cc1nc(C)c(C(=O)Nc2ncc(Cl)s2)o1,-5,-9,-2
COC1=NC(C)(C)C=C(C)N1c1ccc(C)cc1,5,·,-1
CCOC(=O)c1nn(-c2ccc(C)cc2)c(=O)cc1OS(=O)(=O)c1cccs1,-2,·,7
O=C(NN=Cc1cccs1)C1CCN(S(=O)(=O)c2cccs2)CC1,4,·,-7
CN(Cc1ccccc1)C(=S)NC(=O)C1CC1,-9,·,8
CC(C)OC(=O)CCNC(=O)Nc1ccccc1N1CC(C)OC(C)C1 (configuration not stated),-5,·,4
C=Cc1ccc2c(c1)N(C)C(=C)S2,-8,·,1
CCC(C)(C)C1CCC2(CC1)NC(CO)(CO)CO2 (configuration not stated),-6,·,0
FC(F)(F)c1cccc(-c2n[nH]c3ccnc(-c4ccsc4)c23)c1,-5,-4,4
O=C1C=C(NCCc2c[nH]c3ccccc23)CC(c2ccccc2)C1 (configuration not stated),-1,-5,-7
Cc1cc(NC(=O)c2cc3ccccc3o2)n(-c2nc3c(cnn3-c3ccc(Cl)cc3)c(=O)[nH]2)n1,-7,-9,·
C=CCN(CC(=O)N1CCc2sccc2C1c1ccccc1C)C(=O)c1ccc(Br)cc1 (configuration not stated),1,-5,0
CCCS(=O)(=O)c1c(S(=O)(=O)CCC)c2cnccn2c1C(=O)c1ccc(OC)cc1,-4,·,9
CCOc1ccccc1NC(=O)N(CCOC)Cc1cccc(OS(=O)(=O)c2ccc(F)cc2)c1,-5,-5,-2
N#C/C(=C\N1CCCC1)C(=O)Nc1cccc(Cl)c1,-4,·,2
COc1ccc(-n2nc(-c3ccc(C)o3)cc2C(=O)O)cc1,-3,·,14
Cc1ccc(CN2CCN(Cc3cccc(C)c3)CC2CCO)cc1 (configuration not stated),-2,·,-1
CC1(C(=O)Nc2cccc3cccnc23)CCN1C(=O)Cc1ccccc1Cl (configuration not stated),-4,-5,2
O=C(Cn1nc(-c2cccs2)c2sc(N3CCCC3)nc2c1=O)NCc1ccco1,-8,-8,-2
Cc1ccc(-n2c(SCC(=O)Nc3nc4ccc(C)cc4s3)nc3c(c2=O)SCC3)cc1,-2,·,0
Cc1nc(NCCNC(=O)c2ccc(F)cc2Cl)cc(N2CCOCC2)n1,-3,·,2
CCOc1ncccc1CN1CCCC(C(=O)NC(c2ccccc2)c2ccccn2)C1 (configuration not stated),-11,-5,1
O=C(C1CCCN(C2CCN(c3cnc4ccccc4n3)CC2)C1)N1CCCC1 (configuration not stated),0,-7,1
CCOc1ccccc1-c1nc(Cn2nnc(C(=O)Nc3ccccc3CC)c2C)c(C)o1,-9,-9,9
O=[N+]([O-])c1ccc(CSc2ccc(-c3cccc([N+](=O)[O-])c3)nn2)cc1,-2,0,2
CN(C)S(=O)(=O)c1ccc(C(=O)Nc2[nH]nc(N3CCOCC3)c2C#N)cc1,0,-10,-2
O=C(NCC1CCN(Cc2ccncc2Cl)C1)C1CCCCC1 (configuration not stated),-8,·,2
CCOC(=O)CCc1c(C)nc2ncnn2c1N1CCN(C(=O)Cc2cccs2)CC1,5,-3,13
Cn1c(=N)sc2ccccc21,-2,1,8
CCCCN(CC(=O)N1CC(=O)N(c2ccc(Cl)cc2)C1)C(C)=O,-4,-6,19
Cc1cccc(OCc2ccc(-c3nc(C#N)c(NCCCN(C)C)o3)o2)c1,-6,-9,0
O=C(NCc1cccnc1)NC1CCCN1S(=O)(=O)c1ccc(Cl)cc1 (configuration not stated),-6,-9,-1
CC(=O)OCC(=O)[C@@]1(O)CC[C@H]2[C@@H]3CCC4=CC(=O)CC[C@]4(C)[C@H]3C(=O)C[C@@]21C,-4&-1,-3,6&8
CN1CCN(n2ccc3c(cnc4c(-c5ccccc5)cnn43)c2=O)CC1,-7,·,30
# (next part)
SMILES,hcGAS inh,mcGAS inh,NPYLR7 ag
CCN1C(=S)NC(c2cccc(NS(=O)(=O)c3ccc(F)cc3)c2)C(C(=O)OC(C)C)=C1C (configuration not stated),-3,-5,16
CCn1nc(C)c(C(=O)Nc2cccc(NC(=O)c3ccccc3OC)c2)c1C,-4,·,10
COC(=O)c1ccccc1NC(=O)Cn1nc(C(F)(F)F)c(Cl)c1C,-4,-6,1
Cc1ccc(C2(O)CCN(C(=O)COCc3ccccc3)CC2)nc1,-6,·,4
CCC1CCCN(C(C)(C)CNC(=O)Nc2nc(C3CC3)cs2)C1 (configuration not stated),-7,-13,-4
CCc1ocnc1C(=O)OCC1CCCCC1,-12,·,23
Cc1ccc(CNC(=O)CCC2CCCN(Cc3ccc4c(c3)OCCO4)C2)o1 (configuration not stated),-9,·,2
CCc1nn(-c2ccccc2)c(Oc2ccccc2)c1CN(CC(O)COCC(C)C)CC1CCCO1 (configuration not stated),-3,-6,6
Cc1cnc(C)c(N2CCN(C(=O)c3cc(COc4ccc5ncccc5c4)on3)CC2)n1,-9,·,2
CONC(=O)c1cc(-c2ccco2)nc2c1cnn2C(C)C,-8,·,3
Cc1cn2c3c(=O)[nH]c(=O)n(C)c3nc2n1CCCN1CCOCC1,-8,-8,10
CC(C)c1nnsc1CNC(=O)CC1C(=O)NCCN1C(C)C (configuration not stated),4,·,8
CN1CCN(C(=O)C2CCCN(c3nc(-c4ccccc4)nc4c3CCC4)C2)CC1 (configuration not stated),-7,·,0
O=C(NCc1ccco1)c1cc(=O)c(OCc2ccccc2)c[nH]1,-4,·,7
COCCN(CCC(=O)NCc1ccco1)c1nc(C2CC2)nc2ccccc12,-7,-3,10
OC1=c2cccc(O)c2=C/C1=C\c1cn2cc(Cl)ccc2n1,-5,-9,5
COc1cc(C(=O)NCc2cccc(SC)c2)ccc1OC1CCN(C(C)=O)CC1,0,·,1
O=C(c1ccc(F)cc1C(F)(F)F)N1CCN(c2nccc(-c3ccc(N4CCOCC4)cc3)n2)CC1,-7,-6,2
CCN1CCC(CC(=O)N(Cc2ccsc2)CC(C)C)CC1,0,·,4
COc1ccc(C(=O)N2CC(=O)NCC(C)(C)C2)cc1OC,1,-5,23
NC(=S)c1cccc(Br)c1,-6,·,-5
CCCNC(=O)C(CC)n1c(=O)n(-c2ccc(F)cc2)c(=O)c2ccccc21 (configuration not stated),-1,-3,-1
O=C(CCc1ccccc1)NCCn1ncc2c(N3CCCC3)ncnc21,-10,-7,0
c1ccc(-c2ccc(-c3[nH]ncc3CN3CCSCC3)cc2)cc1,-1,·,5
COC(=O)C1=C(O)/C(=C\c2cc(OC)cc(OC)c2)SC1=Nc1ccc(C)cc1,-5,0,-2
CC(=O)Nc1ccc(/C(C)=N\Nc2nc(N3CCCCC3)nc(N3CCOCC3)n2)cc1,-5,-7,-3
Cc1nc2ccc(C(=O)N3CCC4(C=Cc5ccccc54)CC3)cc2[nH]1,-4,·,-1
O=C(/C=C/c1ccco1)N1CCC(C(O)c2ccc(Cl)cc2)CC1 (configuration not stated),-6,-16,0
COc1ccc(-c2nccn2CC(C)O)cc1CN1CCCC1 (configuration not stated),-15,-17,3
Cc1nn(C)c(C)c1CN(C(=O)C1CSC(C)(C)C(=O)N1)C1CC1 (configuration not stated),6,0,·
Cc1cc(=O)n(-c2ccc(S(=O)(=O)O)cc2C)[nH]1,-8,-4,-5
Cc1cc(C)c2nc(N(CCN3CCOCC3)C(=O)c3ccnn3C)sc2c1,-6,-10,·
CN(CCC=C1c2ccccc2CCc2ccccc21)C(=O)c1ccccc1C(F)(F)F,-8,-4,-7
CC1(C(=O)N2CCCCC2)CCN1C(=O)C1(c2ccccc2)CCCC1 (configuration not stated),-4,-4,11
CCCNC(=O)CSc1nnc2[nH]c(=O)c3c(n12)CCCC3,1,2,0
Cc1cc(C(=O)N2CCN(C(c3ccccc3)c3ccc(Br)cc3)CC2)n(C(C)(C)C)n1 (configuration not stated),-5,-8,-1
N#CCC1C(=O)Nc2ccccc21 (configuration not stated),-5,·,11
CN(C)c1ccc(N)cc1CN(CC1CCCO1)C(=O)c1cccs1 (configuration not stated),-3,-7,0
CCOc1ccc(-n2c(C3CCCN(C)C3)n[nH]c2=O)cc1 (configuration not stated),-6,·,9
O=C(Cn1nc2c(c1NC(=O)COc1ccc(F)cc1)CSC2)NCCc1ccccc1,-4,-1,7
Cc1ccc(NC(=O)CCCSc2nnc(-c3ccccc3)n2-c2ccccc2)cc1,-3,-4,14
COc1ccc(Oc2c(CN(CC(O)Cc3ccccc3)C(C)C)c(-c3ccccc3)nn2C)cc1 (configuration not stated),-3,-3,1
COc1ccccc1-n1c(-c2ccc(Cl)cc2)cc(C(=O)N(CCC#N)Cc2cccnc2)c1C,-6,-6,23
C#CCn1c(=NC(=O)c2cccc(S(C)(=O)=O)c2)sc2cc(S(C)(=O)=O)ccc21,-10,·,3
COc1ccc(-n2c(SCCC(C)C)nc3c(c2=O)SCC3)cc1OC,-8,-7,-7
NCCN1C(=O)S/C(=C/c2cccc(Cl)c2Cl)C1=O,-5,·,0
COCC(=O)Nc1ccc(N2CCN(C(=O)c3cc(F)ccc3Cl)CC2)nc1,-4,-6,-9
Oc1oc(-c2ccccc2)nc1C=Nc1cc(C(F)(F)F)ccc1Cl,-6,-6,-4
CC(C)COC(=O)N1CCCN(C(=O)C2(c3ccccc3)CCC2)CC1,-4,·,7
